# RPL19A-GFP yeast: modulators of TOR pathway RPL19A-GFP in S. cerevisiae; S. cerevisiae RPL19A-GFP strain, flow cytometry, 3 h; active compounds read low; percent response vs DMSO, % at 10 µM; actives 0.3% (n = 330,000);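 active = percent response vs DMSO below 50%; inconclusive = fewer than 70 events counted for the yeast strain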;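 also: median channel GFP fluorescence of the barcoded RPL19A-GFP strain; ratio of sample median GFP to plate DMSO average so 100% = DMSO; lower means less RPL19A-GFP as with rapamycin TOR inhibition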
# MEP2-GFP yeast: modulators of TOR pathway MEP2-GFP in S. cerevisiae; GFP response vs DMSO, % at 10 µM; S. cerevisiae MEP2-GFP strain, flow cytometry GFP, 3 h; 100% = DMSO control level; actives 0.51% (n = 330,000);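 active = GFP response versus DMSO above a set limit, roughly screen mean plus 3 SD, cut at about 180% in these data; inconclusive = fewer than 70 cells counted for a yeast strain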;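 also: median GFP fluorescence of the barcode-gated MEP2-GFP cells per well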
# AGP1 TOR yeast: alters AGP1-GFP fluorescence in TOR pathway yeast screen. GFP response vs DMSO, % at 10 µM. actives 0.02% (n = 320,000). S. cerevisiae AGP1-GFP multiplex flow cytometry, 3 h; GFP as percent of DMSO wells;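 active = GFP response relative to DMSO above a set limit, near screen average plus 3 SD, cut at about 150% in these data; inconclusive = fewer than 70 cells counted for the yeast strain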;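 also: median GFP channel fluorescence of the gated AGP1 strain per well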
# CIT2 TOR yeast: alters CIT2-GFP fluorescence in TOR pathway yeast screen | S. cerevisiae CIT2-GFP strain, flow cytometry, 3 h; 100 means same as DMSO wells | GFP response vs DMSO, % at 10 µM | actives 0.065% (n = 320,000) | AID 2029;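 active = GFP response relative to DMSO above a set limit, near the screen mean plus 3 SD, cut at about 150% in these data; inconclusive = Fewer than 70 cells measured for a yeast strain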;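 also: ratio of well median GFP fluorescence to mean of DMSO wells on the plate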
# VLA-4 inh: inhibition in a human VLA-4 binding assay. VLA-4 expressing cells, ligand binding flow cytometry. inhibition, % (about 7 µM as worked out from the volumes in the protocol). actives 0.2% (n = 330,000). AID 2557; in the data active = inhibition above about 50%
# Target sequence (P13612 whole entry, looked up): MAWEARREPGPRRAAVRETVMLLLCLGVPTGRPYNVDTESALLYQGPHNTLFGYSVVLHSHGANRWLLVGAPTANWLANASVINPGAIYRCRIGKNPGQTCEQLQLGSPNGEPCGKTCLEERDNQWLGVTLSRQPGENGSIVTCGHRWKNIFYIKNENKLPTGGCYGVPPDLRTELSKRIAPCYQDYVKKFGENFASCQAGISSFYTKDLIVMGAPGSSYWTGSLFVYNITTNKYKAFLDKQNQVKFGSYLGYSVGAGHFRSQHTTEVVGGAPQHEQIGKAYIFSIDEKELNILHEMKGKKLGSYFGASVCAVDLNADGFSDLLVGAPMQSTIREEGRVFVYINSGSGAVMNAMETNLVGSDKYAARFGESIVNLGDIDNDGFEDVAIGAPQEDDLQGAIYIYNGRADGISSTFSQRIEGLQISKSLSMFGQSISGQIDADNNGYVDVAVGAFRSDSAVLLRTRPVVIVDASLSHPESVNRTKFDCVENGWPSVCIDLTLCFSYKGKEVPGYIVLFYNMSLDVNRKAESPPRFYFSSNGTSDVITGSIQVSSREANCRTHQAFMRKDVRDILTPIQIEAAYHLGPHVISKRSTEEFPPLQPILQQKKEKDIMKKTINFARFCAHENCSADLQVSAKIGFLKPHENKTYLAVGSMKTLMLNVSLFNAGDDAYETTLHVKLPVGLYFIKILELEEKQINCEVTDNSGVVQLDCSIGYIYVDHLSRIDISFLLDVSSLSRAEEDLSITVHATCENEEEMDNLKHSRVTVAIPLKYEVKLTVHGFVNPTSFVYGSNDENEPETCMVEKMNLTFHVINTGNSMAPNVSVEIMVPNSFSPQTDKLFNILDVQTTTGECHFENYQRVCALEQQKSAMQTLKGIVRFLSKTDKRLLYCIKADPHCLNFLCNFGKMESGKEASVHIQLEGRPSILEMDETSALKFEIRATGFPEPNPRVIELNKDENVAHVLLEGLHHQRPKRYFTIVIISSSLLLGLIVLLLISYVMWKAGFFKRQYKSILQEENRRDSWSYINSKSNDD
# CR mimetic SO: yeast age-related superoxide inhibition as caloric restriction mimetic. S. cerevisiae aged cells, superoxide DHE fluorescence; active compounds read low. superoxide response (% of plate mean), % at 10 µM. actives 0.18% (n = 330,000). AID 2690;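 active = superoxide response under a set limit, about three screen SD below normal, cut at about 65% in these data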;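 also: yeast aged for seven days with compound at 30 °C before DHE staining; 100% = average MFI of all compound-treated wells on the plate with controls excluded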
# LAP4 TOR yeast: alters LAP4-GFP fluorescence in TOR pathway yeast screen; S. cerevisiae LAP4-GFP multiplex, flow cytometry GFP, 3 h; median GFP as percent of DMSO wells; GFP response vs DMSO, % at 10 µM; actives 0.34% (n = 320,000);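 active = GFP response vs DMSO above a set limit, about the screen mean plus 3 SD, cut at about 150% in these data; inconclusive = under 70 cell events counted for the yeast strain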
# GRK2 inh: blocks RNA aptamer binding to human GRK2. P25098. bead flow cytometry, FAM-aptamer displacement from GRK2. inhibition of aptamer binding, % at 10 µM. actives 0.59% (n = 330,000). AID 488847;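 active = inhibition of aptamer binding above 40%, roughly 3 SD of noise, on plates passing a quality check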;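 also: median bead fluorescence of bound FAM aptamer so fluorescent compounds give negative values; no value below 0 was filed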
# * hit, by the source's call; i = inactive; ? = inconclusive; nt = not tested or not shown; & = joins results of further samples; [ ] = remark or other dose.
SMILES,RPL19A-GFP yeast,MEP2-GFP yeast,AGP1 TOR yeast,CIT2 TOR yeast,VLA-4 inh,CR mimetic SO,LAP4 TOR yeast,GRK2 inh
COc1ccc(CC(=O)NC(C)c2nnc(SCC(=O)c3ccc(Br)cc3)n2C)cc1 (stereo unspecified),100,101,101,101,nt,98,105,2
CC(=O)Nc1ccc(S(=O)(=O)NCCC(=O)OCc2ccc([N+](=O)[O-])cc2)cc1,104,100,84,120,2,100,69,10
COCc1c(C(=O)OCC(=O)NCc2ccco2)oc2ccccc12,97,99,97,94,13,96,98,0
CCOc1ccc(-c2csc(NC(=O)CSCC(=O)O)n2)c2ccccc12,94,99,100,97,-4,99,99,2
Cc1ccc(S(=O)(=O)Nc2cccc(-n3cnnn3)c2)cc1C,106,111,110,110,10,93,102,1
C/C(=C/c1ccccc1)C(=O)N1CC(C)OC(C)C1 (stereo unspecified),105,95,97,95,-9,119,93,6
Cc1cc(OC(=O)c2cccc([N+](=O)[O-])c2)c(C)cc1CN1CCOCC1,101,107,96,100,3,97,84,2
COc1ccc(CCNC(=O)c2cccc([N+](=O)[O-])c2)cc1OC,96,95,99,93,25,95,106,2
Cc1ccc(C(=O)CSc2nc3ccccc3o2)cc1,98,106,99,105,5,98,113,3
O=C(O)CC(NC(=O)C12CC3CC(CC(C3)C1)C2)c1ccc2c(c1)OCO2 (stereo unspecified),99,108,112,100,8,98,104,1
Cc1cc(N2CCN(c3cccc(C(F)(F)F)c3)CC2)n2ncnc2n1,96,99,96,92,-4,98,105,2
C=CCNC(=O)c1ccc(OC)cc1OC,96,97,96,93,18,90,101,1
COc1ccc(CCN(C)C2CCCN(C(=O)c3sccc3C)C2)cc1OC (stereo unspecified),104,100,104,102,-6,98,101,0
COC(=O)CCC(NS(=O)(=O)OCC(Cl)(Cl)Cl)c1ccccc1 (stereo unspecified),99,99,91,73,7,101,109,0
O=C(CSc1ccccc1F)NCC(c1cccs1)N1CCOCC1 (stereo unspecified),97,102,95,92,7,93,99,0
CCc1n[nH]c(=O)c2cc3cc(OC)ccc3n12,103,103,91,96,-1,91,95,0
CC(C)C(=O)Nc1ccc(C(=O)NNC(=S)NC(=O)c2ccco2)cc1,100,102,114,100,9,97,107,1
C=C(C)C1CC=C(CN2CCC(C(=O)OCC)CC2)CC1 (stereo unspecified),93,94,93,90,1,109,95,0
CC(=O)c1cc(C#N)c(SCC(=O)C(C)(C)C)nc1C,97,101,105,104,-11,92,103,0
C/C(=N\NC(=O)c1cccc(F)c1)c1ccc(NC(=O)Cc2ccccc2)cc1,103,99,89,90,2,102,66,0
Cc1nnc(NC(=O)c2ccc(S(=O)(=O)N3CCc4ccccc4C3)cc2)o1,100,100,97,100,12,114,98,0
C=CCOc1ccc(/C=C/C(=O)OCC(=O)N(C)C2CCS(=O)(=O)C2)cc1 (stereo unspecified),120,112,107,119,2,95,90,0
COCCOC(=O)c1[nH]c2c(c1C)C(=O)CC(c1ccc(OC)cc1)C2 (stereo unspecified),102,107,94,97,5,96,100,1
CCC(=O)N1c2ccc(S(=O)(=O)CCC(=O)Nc3nccs3)cc2CC1C (stereo unspecified),29*[may fluoresce violet],?,?,?,0,101,?,2
O=C1CSC(c2cccc([N+](=O)[O-])c2)N1CCN1CCCCC1 (stereo unspecified),101,103,99,103,5,125,88,0

# (list continues)
SMILES,RPL19A-GFP yeast,MEP2-GFP yeast,AGP1 TOR yeast,CIT2 TOR yeast,VLA-4 inh,CR mimetic SO,LAP4 TOR yeast,GRK2 inh
C#CCNC(=O)C1=C[C@@H](C)C[C@@H](OCc2ccc(CO)cc2)O1,105,92,95,112,0,100,114,1
Cc1onc(-c2ccccc2)c1C(=O)N/N=C/c1cn(C)c2ccccc12,100,107,106,101,-14,99,106,5
COc1cccc(/C=C2\C=C(c3ccc(C)cc3)OC2=O)c1OC(C)=O,101,105,105,104,10,84,104,16
COc1cccc(NC(=O)CNC(=O)c2ccc(OC)c(OC)c2)c1,94,98,102,92,-12,102,105,0
COc1ccccc1CCC(=O)Nc1ccc(OC)c(S(=O)(=O)N2CCOCC2)c1,103,111,105,109,0,105,106,1
c1ccc(CNc2ncnc3c2cnn3Cc2ccccc2)cc1,98,99,100,92,-14,94,107,11
Cc1ccc(C2=NOC(C)(c3nnc(-c4ccc(F)cc4)o3)C2)cc1 (stereo unspecified),97,91,78,72,9,96,122,0
COc1ccc(-c2nn(C)c(=O)[nH]2)cc1,96,91,117,114,-4,88,101,1
CC(C)(C)c1ccccc1OCCCCCNCCO,100,99,99,106,0,119,99,0
Cc1ccccc1NC(=O)C1CC(=O)n2ncnc2N1 (stereo unspecified),95,98,99,94,5,96,111,3
COc1ccc(S(=O)(=O)NC(C)c2ccccc2)cc1C(=O)N1CCCCC1 (stereo unspecified),98,110,109,142,22,96,95,0
COc1ccc(NC(=O)c2sc(N)nc2-c2ccccc2)cc1,104,105,95,73,3,89,91,2
COC(=O)Cc1c(C(=O)OC)nnn1-c1ccc(OC)cc1,106,105,107,104,-1,112,97,0
CCC(C)C(NC(N)=O)C(=O)Nc1ccc(C(=O)OC)cc1 (stereo unspecified),95,92,94,90,25,76,103,2
Cc1ccc[n+](-c2nc3ccccc3nc2C(=C=[N-])C#N)c1,100&96,102&101,105&95,93&91,-1&-16,110&123,110&103,28&0
Cc1ccc(C(=O)c2ccc(N3CCN(C)CC3)c([N+](=O)[O-])c2)cc1,100,106,102,102,11,94,96,0
Cc1cc(=O)oc2cc(NS(=O)(=O)c3ccc(F)cc3)ccc12,98,93,104,98,-5,92,108,0
CCN(CC)CCCNc1ncnc2scc(-c3ccc(F)cc3)c12,102,102,102,101,-15,104,97,0
CCNC(=S)NNC(=O)c1cc(C2CC2)nc2ccccc12,100,99,105,102,-11,86,101,2
Cc1cc(C)c(NC(=O)CNC(=O)CSc2nnc(N)s2)c(C)c1,103,108,103,104,26,98,104,1
O=C(COc1ccc(-n2cnnn2)cc1)NC(=O)NCc1ccccc1,94,97,106,100,8,85,97,0
CN1C(=O)N(C)C2(c3ccccc3)Nn3c(s/c(=C/c4ccco4)c3=O)=NC12c1ccccc1 (stereo unspecified),100,105,107,103,i,76,113,0
COc1cc(NC(=O)CSc2ncnc3sc4c(c23)CCCC4)c(C(=O)O)cc1OC,103,108,106,103,2,102,104,3
COc1ccc(NC(=O)c2c(NC(=O)CCC(=O)O)sc(-c3ccccc3)c2C)cc1,102,108,108,105,-9,109,102,2
COc1cccc([C@@H]2Oc3ccc(Br)cc3C(=O)[C@H]2OC(=O)NC2CCCC2)c1,90,83,79,76,-9,106,119,1

# Next records:
SMILES,RPL19A-GFP yeast,MEP2-GFP yeast,AGP1 TOR yeast,CIT2 TOR yeast,VLA-4 inh,CR mimetic SO,LAP4 TOR yeast,GRK2 inh
O=S(=O)(c1ccc(SCCOc2ccccc2)nc1)N1CCCC1,100,99,103,93,10,79,106,2
COCCNc1nnc(SCC(=O)NC(=O)c2ccccc2OC)s1,98,89,100,96,-2,97,91,0
CCn1c2ccccc2c2nn(C)c(=N)nc21,99,101,102,95,10,81,103,0
CCOC(=O)c1ccc(NC(=O)CCc2nc(-c3ccc(Cl)cc3)no2)cc1,102,102,99,106,1,99,100,3
O=C(C1CC(=O)N(c2ccc3c(c2)OCCO3)C1)N1CCCC(C(F)(F)F)C1 (stereo unspecified),97,99,103,98,6,104,103,1
Cc1ccc(N2NC3(CCN(C(N)=O)CC3)NC2=O)cc1,99,101,105,107,7,98,102,2
CCOC(=O)c1csc(NC(=O)CCSc2ccccc2)n1,96,86,85,86,-1,118,84,0
Cc1ccnc(N2CCC(C(=O)NNC(=O)COc3cccc4ccccc34)CC2)n1,104,108,101,103,0,88,99,4
C/C(=N\N=C(N)N)c1ccc(Cl)c(Cl)c1,102,102,108,103,6,97,104,0
CC(C)(CNC(=O)c1cc(=O)[nH]c2ccccc12)N1CCOCC1,98,105,110,118,0,103,114,0
CC1CN=C(N(C(=O)Nc2ccccc2)C(C)C)S1 (stereo unspecified),95,102,93,91,6,87,91,5
FC(F)(F)c1cccc(N2CCN(Cc3ccoc3)CC2)c1,nt,109,109,112,7,94,101,1
O=c1cc(CN2CCN(c3ccccn3)CC2)nc2sccn12,106,108,105,104,3,103,100,3
CCOC(=O)C1=C(C)N=c2s/c(=C/c3ccc(OCC(=O)O)c(OC)c3)c(=O)n2C1c1ccc(Cl)cc1 (stereo unspecified),97,92,102,95,-33,83,113,0
ON1C(c2ccc(Cl)cc2Cl)N(O)[C@H]2CCCC[C@H]21 (stereo partly specified),91,103,106,99,-1,89,93,2
O=C(Nc1ccc(O)cc1)c1cccc(Oc2ccc([N+](=O)[O-])cc2)c1,101,114,102,103,1,99,106,3
Cc1nc2ccc(S(=O)(=O)NCC(=O)O)cc2s1,98,102,102,108,0,99,93,4
Cc1ccc(NC(=O)c2ccccc2NS(=O)(=O)c2ccc(Cl)s2)cc1S(=O)(=O)N1CCOCC1,99,99,99,100,19,96,93,0
C=C1CC(C)OC(c2ccccc2OCC(O)CN2CCCCC2)C1 (stereo unspecified),100,101,93,110,23,92,77,0
O=C(CN1C(=O)NC2(CCCCCC2)C1=O)NCc1ccco1,97,93,95,93,5,100,nt,1
CSc1ccccc1NC(=O)c1ccco1,102,102,108,101,4,93,86,0
COc1cccc(-n2nnnc2SCC(=O)N2CCCc3ccccc32)c1,94,90,91,91,6,71,99,2
COc1cccc(-n2nnnc2SCC(=O)Nc2cccc(C)n2)c1,103,103,103,104,12,105,103,0
COc1cc(OC)c(-c2sc(Nc3ccccc3)n[n+]2-c2ccc(F)cc2)cc1OC,96,95,78,71,20,95,129,0
Cc1cc(C)c2sc(N(CCCN(C)C)C(=O)c3ccc(S(=O)(=O)N4CCCc5ccccc54)cc3)nc2c1,91,90,89,84,3,107,93,0

# Entries of single compounds as entered above.
# COc1ccc(NC(=O)c2c(NC(=O)CCC(=O)O)sc(-c3ccccc3)c2C)cc1 is listed with RPL19A-GFP yeast: 102; MEP2-GFP yeast: 108; AGP1 TOR yeast: 108; CIT2 TOR yeast: 105; VLA-4 inh: -9; CR mimetic SO: 109; LAP4 TOR yeast: 102; GRK2 inh: 2
# CC(=O)Nc1ccc(S(=O)(=O)NCCC(=O)OCc2ccc([N+](=O)[O-])cc2)cc1 is listed with RPL19A-GFP yeast: 104; MEP2-GFP yeast: 100; AGP1 TOR yeast: 84; CIT2 TOR yeast: 120; VLA-4 inh: 2; CR mimetic SO: 100; LAP4 TOR yeast: 69; GRK2 inh: 10

# More records
SMILES,RPL19A-GFP yeast,MEP2-GFP yeast,AGP1 TOR yeast,CIT2 TOR yeast,VLA-4 inh,CR mimetic SO,LAP4 TOR yeast,GRK2 inh
C/C(=N\Nc1ccccn1)c1ccc(Br)s1,100,96,106,103,15,93,109,3
Cc1ccc(NC(=O)CC2SC(=NC3CCCCC3)NC2=O)cc1 (stereo unspecified),100,88,98,103,4,99,90,0
Cc1occc1-c1nnc(SCC(=O)c2ccc(F)cc2)n1Cc1ccco1,96,99,96,96,6,99,91,0
CCc1ccc(C2c3[nH]c4ccccc4c3CCN2C(=O)CNC(N)=O)cc1 (stereo unspecified),105,102,93,100,6,108,97,0
O=C(OCCCCOC(=O)c1ccccc1)c1ccccc1,87,91,100,82,2,107,102,0
O=C1CC(c2ccccc2Cl)=NN(c2ncnc3ccccc23)C1=O,132,109,115,115,-1,104,125,0
CC(C)(C)c1cc(NCc2ccccn2)n2ncc(-c3ccccc3)c2n1,90,100,72,65,-13,440,119,0
COc1ccc(C=NNC(=O)c2ccccc2OCc2ccc(F)cc2)c(OC)c1,97,95,102,100,-10,90,104,3

# Assay outcomes as filed in PubChem.
